# TcdB GH inh = inhibitors of Clostridioides difficile toxin B glycohydrolase; P18177; TcdB glycohydrolase enzymatic assay, plate reader; inhibition, % at 9.99 µM; 0.24% of 350,000 active; AID 652162; in the data active means inhibition above about 10%
# PfHsp40 yeast = restores yeast growth despite PfHsp40 toxicity. growth rescue, % at 12.5 µM. 0.68% of 340,000 active. S. cerevisiae expressing PfHsp40, growth rescue, ATP luminescence; in the data active means growth rescue above about 28%, passing the limit was not always enough;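 further: yeast W303a lacking pdr1 and pdr3 grown in galactose medium; growth measured after three days at 30 °C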
# DUSP3 inh = DUSP3 (human) phosphatase inhibition; P51452; recombinant VHR phosphatase, pNPP absorbance; inhibition, % at 13.3 µM; 0.52% of 290,000 active; AID 1654; in the data active means inhibition above about 50%; further: some compounds called inactive have numbers as strong as hits
# Target sequence (P51452 whole entry, looked up): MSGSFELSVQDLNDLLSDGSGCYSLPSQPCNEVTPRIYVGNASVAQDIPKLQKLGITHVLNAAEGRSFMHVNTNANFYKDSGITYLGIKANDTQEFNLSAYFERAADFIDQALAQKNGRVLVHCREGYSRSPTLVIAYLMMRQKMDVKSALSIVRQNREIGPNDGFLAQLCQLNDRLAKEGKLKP
# Anthrax LF inh2 = inhibitors of Bacillus anthracis lethal factor protease | P15917 | multiplex microsphere protease cleavage assay, LF | inhibition, % at 10 µM | 0.12% of 360,000 active | AID 588501; in the data active means inhibition above about 30%; further: plate controls were buffer without enzyme for full effect and enzyme alone for no effect
# Yp Topo-I inh = blocks Yersinia pestis topoisomerase I activity. Y. pestis Topo-I cleavage product accumulation, plate reader. activity, % at 10 µM. 0.064% of 360,000 active. AID 504884; in the data active means activity above about 50%, passing the limit was not always enough; further: inactives centre near 2
# PriA SSB inh = K. pneumoniae PriA-SSBct interaction inhibition | AlphaScreen SSBct-PriA binding, biotinylated peptide | inhibition, % at 33 µM | 0.6% of 430,000 active | AID 1272365; in the data active means inhibition mostly above about 37%, no sharp cut-off; inactive means mostly below about 20%;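 further: plate controls were negative control peptide for no effect and reference peptide for full effect; strong numbers were not always called active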
# SARS 3CLpro inh = SARS-CoV 3CLpro protease inhibition | inhibition, % at 6 µM | 0.14% of 290,000 active | recombinant SARS-CoV 3CLpro, quenched FRET peptide cleavage | P0C6X7; in the data active means inhibition above about 12%
# MazEF act = activators of E. coli MazEF toxin-antitoxin RNase. P0AE70. FAM/BHQ RNA-DNA oligo cleavage fluorescence, 5 h. activation, % at 20 µM. 0.32% of 350,000 active. AID 504720; in the data active means activation above about 50%
# Target sequence (P0AE70 whole entry, looked up): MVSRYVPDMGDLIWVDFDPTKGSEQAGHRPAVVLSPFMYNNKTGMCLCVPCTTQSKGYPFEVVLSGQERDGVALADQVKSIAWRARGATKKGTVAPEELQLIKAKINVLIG
# Rv3671c inh = inhibits the M. tuberculosis serine protease Rv3671c. AID 2606. inhibition, % at 5.96 µM. 0.048% of 320,000 active. P9WHR9; in the data active means inhibition above about 38%;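 further: extracellular domain of Rv3671c used as enzyme; 0% = enzyme with DMSO and 100% = no enzyme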
# Target sequence (P9WHR9 whole entry, looked up, the tested form may be a part): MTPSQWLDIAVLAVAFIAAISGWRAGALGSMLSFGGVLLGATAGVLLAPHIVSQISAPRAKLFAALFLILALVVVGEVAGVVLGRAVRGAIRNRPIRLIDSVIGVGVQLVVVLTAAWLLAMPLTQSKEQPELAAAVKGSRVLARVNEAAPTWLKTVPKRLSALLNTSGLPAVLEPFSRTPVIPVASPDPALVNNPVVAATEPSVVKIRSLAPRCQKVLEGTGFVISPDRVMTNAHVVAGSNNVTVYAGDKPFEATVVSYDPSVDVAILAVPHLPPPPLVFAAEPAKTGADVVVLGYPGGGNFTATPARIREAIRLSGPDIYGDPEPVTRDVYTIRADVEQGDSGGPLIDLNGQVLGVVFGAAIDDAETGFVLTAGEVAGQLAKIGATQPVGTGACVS
# BH1578 lux ind = quorum light induction in luxS cqsA deficient V. cholerae | 0.16% of 350,000 active | V. cholerae BH1578 lux reporter, luminescence, 6 h | activation, % at 18.7 µM; in the data active means activation mostly above about 9.7%, no sharp cut-off; further: not every result past the cut was called active; inactives centre near 0; reference of the scale not given here
# * = called active by the depositor; i = inactive; x = not tested or not shown; & = joins results of further samples. Only part of the results is shown; rates above refer to the full screens.
# Results follow in this order: TcdB GH inh	PfHsp40 yeast	DUSP3 inh	Anthrax LF inh2	Yp Topo-I inh	PriA SSB inh	SARS 3CLpro inh	MazEF act	Rv3671c inh	BH1578 lux ind
CC(C(=O)Nc1ccc(S(=O)(=O)Nc2ncccn2)cc1)N1C(=O)c2ccccc2S1(=O)=O (stereo unspecified)
→ 1.0	0.1	x	1.8	-2.5	-15.0&-3.4	x	-0.8	3.8	-0.7
O=S(=O)(c1ccc(Oc2ccc(S(=O)(=O)N(CCO)CCO)cc2)cc1)N(CCO)CCO
→ 0.5	-0.1	14.1	1.4	1.9	-23.6	6.3	-1.6	0.7	0.6
CC(=O)O[C@H]1CC[C@@]2(C)[C@H](C1)C(=O)C[C@H]1[C@@H]3CC[C@@H]4[C@@H](CN5C[C@@H](C)CC[C@H]5[C@@]4(C)O)[C@@H]3C[C@@H]12
→ 0.9	-0.1	28.0	-5.5	3.6	-21.6	-5.2	1.9	7.0	i
COc1ccc(CC(=O)NC(C)(C)CC(C)=O)cc1OC
→ x	-0.7	9.1	-6.7	0.3	-5.9	4.1	7.6	-1.4	i
COc1ccc(CC2(CO)CCN(Cc3cnc(-c4ccccc4C)nc3)CC2)cc1
→ 1.0	-0.4	34.9	3.1	15.5	-9.7	-2.5	3.0	-2.1	-4.8
CCN(Cc1ccncc1)C(=O)c1cc(Br)cc(Br)c1O
→ 2.0	0.8	13.0	-1.2	-1.2	-7.8	6.9	0.4	5.4	-4.5
Cc1ccc(S(=O)(=O)Cc2ccc(C(=O)NCCCN3CCN(C)CC3)o2)cc1
→ x	1.7	-8.6	-2.2	-3.2	3.5	-4.3	3.7	5.1	-4.2
CCN1CCN(C(=O)Cc2coc3cc(C)cc(C)c23)CC1
→ x	-0.1	20.3	-6.2	-5.0	-3.8	-0.5	5.1	0.0	-0.7
CCN(CC)S(=O)(=O)c1ccc(OC(C)C)nc1
→ x	-0.1	2.9	3.1	3.8	-22.0	-6.2	4.0	4.9	-0.4
O=C(CCNC(=O)c1ccc([N+](=O)[O-])cc1)NCc1ccco1
→ 0.3	0.1	x	0.5	-3.0	-11.5	x	2.0	0.6	-0.5
O=c1oc(CCCO)cc2ccc(Br)cc12
→ -7.5	-1.0	x	5.2	-6.5	-1.0	x	10.1	-0.1	i
Cc1cccc2cc(CN(CC3CCCO3)C(c3nnnn3Cc3ccco3)C(C)C)c(=O)[nH]c12 (stereo unspecified)
→ x	2.9	35.1	-2.3	25.1	-5.1	0.7	5.4	-7.3	0.4
S=C(NC1CCCCC1)NN1CCCCCC1
→ 1.8	1.2	x	-2.1	10.1	3.1	x	10.1	x	-4.5
O=C(Nc1ccc(F)c([N+](=O)[O-])c1)c1cccs1
→ 3.9	1.7	-10.1	-3.4	-4.6	4.1	-0.5	5.6	-0.3	-0.4
COc1ccc(C(=O)NCC2(c3ccc(OC)c(OC)c3)CCCC2)cc1OC
→ 1.2	x	x	2.5	16.6	x	x	4.8	x	i
O=C1N(C2CCCC2)C[C@@H]2C[C@@H](c3cn[nH]c3-c3ccc(Cl)cc3)N3CCC[C@@]123
→ x	1.4	29.7	1.5	13.6	-5.5	-1.8	-5.6	-10.7	i
Cc1cc(C)c(S(=O)(=O)NNC(=O)C2CCN(Cc3ccccc3)CC2)c(C)c1
→ x	0.3	16.8	-0.7	5.6	14.0	0.8	-1.8	6.3	x
CSc1ccc(-c2sc(Nc3ccccc3)n[n+]2-c2ccccc2)cc1
→ x	2.0	12.7	11.3	3.6	3.0	-2.4	6.7	-15.0	i
Cc1cc(C2=NNC(=Nc3ccc(S(=O)(=O)N4CCOCC4)cc3)SC2)c(C)n1C
→ -0.2	-0.7	0.9	-5.7	-0.3	1.8	-0.3	4.0	1.8	0.5
COC(=O)CSc1nc(NC(C)=O)nc(C)c1Br
→ x	-0.1	18.8	-2.8	1.3	11.2	-2.1	1.5	-3.2	i
CCOC(=O)C1=C(C)N(C)C(=O)NC1c1ccccc1OC (stereo unspecified)
→ x	-0.7	-1.4	4.3	-8.9	-7.2	-3.8	-4.2	-1.7	i
C(=C\c1ccccc1)/CSc1nnc(-c2ccncc2)n1Cc1ccco1
→ x	-0.8	33.4	-0.7	28.8	-1.4	4.1	-20.0	3.2	-0.2
Cc1ccc(S(=O)(=O)CC(=O)N(CCCN2CCOCC2)c2nc3c(F)cccc3s2)cc1
→ 1.7	0.3	x	4.4	34.1	-11.9	x	5.8	-5.0	-0.7
O=C(OCC(=O)N1CCC(Cc2ccccc2)CC1)c1cccnc1Cl
→ 0.8	2.6	x	-9.2	5.7	-8.0	x	6.6	3.6	-5.0
COc1cccc(CNC(=O)COC(=O)c2nn(C)c(=O)c3ccccc23)c1
→ 2.3	-2.8	x	1.9	4.4	4.1	x	2.4	0.9	i
Cc1noc(C)c1S(=O)(=O)N1CCN(Cc2ccc3c(c2)OCO3)CC1
→ 1.1	-1.1	19.3	-3.3	-0.3	-2.9	-4.8	6.2	1.2	i
COc1cccc(C(=O)Nc2cc(C)nn2-c2ccccc2)c1OC
→ 0.6	-0.2	41.5	0.9	12.3	5.0	-1.4	4.9	-8.5	-0.6
COC(CNc1ncnc2sc(-c3ccccc3)cc12)OC
→ 1.4	-1.4	x	10.1	-0.7	-0.8	-2.1	6.0	-6.7	1.4
COc1ccccc1N1CCN(C2CCN(S(=O)(=O)c3ccc(C)cc3)CC2)CC1
→ 0.4	-0.9	27.1	x	-3.7	3.4	4.2	1.3	3.5	-0.5
COC(=O)c1sccc1NC(=O)c1cccc(Cl)c1
→ 1.1	1.4	x	0.2	7.6	-4.3	x	3.9	-3.1	-0.5

# 2 of the compounds above, bar-delimited:
molecule | TcdB GH inh | PfHsp40 yeast | DUSP3 inh | Anthrax LF inh2 | Yp Topo-I inh | PriA SSB inh | SARS 3CLpro inh | MazEF act | Rv3671c inh | BH1578 lux ind
COc1cccc(CNC(=O)COC(=O)c2nn(C)c(=O)c3ccccc23)c1 | 2.3 | -2.8 | x | 1.9 | 4.4 | 4.1 | x | 2.4 | 0.9 | i
Cc1noc(C)c1S(=O)(=O)N1CCN(Cc2ccc3c(c2)OCO3)CC1 | 1.1 | -1.1 | 19.3 | -3.3 | -0.3 | -2.9 | -4.8 | 6.2 | 1.2 | i

# (next part)
# Results follow in this order: TcdB GH inh	PfHsp40 yeast	DUSP3 inh	Anthrax LF inh2	Yp Topo-I inh	PriA SSB inh	SARS 3CLpro inh	MazEF act	Rv3671c inh	BH1578 lux ind
COc1ccc(CC2(CO)CCN(C(C)Cc3ccc(Cl)cc3)CC2)cc1 (stereo unspecified)
→ 1.5	-0.4	17.4	-1.3	5.3	-10.2	-1.3	-2.2	3.1	-0.2
Cc1ccccc1Nc1nnc(SCC(=O)Nc2ccccc2[N+](=O)[O-])s1
→ 0.9	1.6	30.5	-1.2	1.3	32.2	1.1	4.1	-5.8	-0.6
O=C(NCC1CCCO1)c1cc(C(=O)C2CCCCC2)c[nH]1 (stereo unspecified)
→ 0.9	-1.1	5.5	0.6	-8.5	-7.1	1.0	-14.2	-4.5	0.2
CCc1ccc(OCC(=O)Nc2ccncc2)cc1
→ -0.8	0.7	19.3	-10.9	-4.1	-13.3	1.3	6.6	-1.6	i
CCCCn1c(S(=O)(=O)O)nc2ccccc21
→ x	-0.6	9.1	-10.6	-2.1	-12.1	-6.2	-3.1	-1.0	-0.3
CC1CCC(N2CCN(c3ncccn3)CC2)C1 (stereo unspecified)
→ x	0.1	15.2	4.7	-8.9	1.1	-0.6	4.5	2.9	0.7
O=C(C[n+]1ccc2ccccc2c1)c1cccc2ccccc12
→ 1.0	3.0	-2.9	2.5	-9.7	10.5	2.5	-6.6	-8.7	-0.3
C[C@H]1CN(S(=O)C(C)(C)C)[C@@H](CCO)/C1=C\c1ccccc1 (stereo partly specified)
→ 0.9	-0.1	x	3.6	4.5	-9.4	x	-4.2	x	i
c1ccc(C(c2ccccc2)c2ccncc2)cc1
→ 2.0	4.9	x	-0.9	-7.9	9.2	x	10.5	x	14.3
COc1cc(/C=C(\C#N)C(=O)Nc2ccccn2)ccc1O
→ 1.5	-0.6	3.5	12.3	-2.0	-2.5	4.1	-7.9	-3.9	i
O=C(O)c1ccc(-c2nc(-c3ccccc3)c(-c3ccccc3)[nH]2)cc1
→ 3.5	0.0	2.3	-0.5	-2.0	16.0	-1.9	-1.9	3.8	-1.7
Cc1nc(N/N=C/c2ccccn2)sc1C
→ 1.1	x	1.5	x	x	x	-0.6	5.5	-2.1	x
Cc1cccc(/C=C2\Sc3ccc(C(=O)NCC4CCCO4)cc3N(C)C2=O)c1 (stereo unspecified)
→ 3.3	1.8	-3.0	-1.8	24.7	-7.3	3.8	0.3	-10.9	-0.6
C[C@H](CO)N1C[C@H](C)[C@@H](CN(C)C(=O)Nc2ccc3c(c2)OCO3)Oc2ccc(NC(=O)Cn3cnnn3)cc2C1=O
→ -1.7&4.4	-1.0	x	-4.3	1.6	12.7	x	-12.3	-1.4	-0.6
Cc1ccccc1NC(=O)C1CCCN(c2ncnc3onc(-c4ccc(F)cc4)c23)C1 (stereo unspecified)
→ 1.0	0.2	-17.2	-4.6	-0.1	-15.7	4.2	4.7	-3.7	i
C/C(=N\NC(=O)c1nnn(-c2nonc2N)c1COc1ccc(F)cc1)c1ccc(Cl)cc1
→ -0.3	-0.6	4.4	-15.1	-1.7	x	-3.4	-49.6	-1.2	-0.9
Cc1c(C)c2c(OCC(=O)NCCCO)cc3c(c2oc1=O)CCC(C)(C)O3
→ -0.7	2.7	13.9	-2.9	1.3	-10.2	-3.4	3.1	-3.1	-1.6
COc1ccc(NC(=O)CSc2nnc(C3CCCCC3)n2-c2ccccc2)cc1
→ x	0.7	25.9	-3.0	-4.6	4.6	-3.6	-2.0	0.5	-1.6
CC(=O)CC(c1ccccc1[N+](=O)[O-])c1c(O)c2ccccc2oc1=O (stereo unspecified)
→ -1.6	-0.2	23.9	-1.7	4.5	-0.9	-1.4	-5.5	3.8	-5.3
O=C(Nc1ccc(C(=O)N2CCOCC2)cc1)c1ccccc1Cl
→ 1.3	x	x	-4.2	-8.4	x	x	2.3	x	-4.8
Fc1cccc(NCc2cn3ccccc3n2)c1
→ x	-0.4	-5.1	-6.8	-0.7	1.6	1.4	6.3	4.1	1.9
COC(=O)c1ccccc1NC(=S)NC(C)=O
→ 1.5	0.2	34.8	-5.2	-2.5	-4.1	-5.3	5.7	-1.8	i
CCCCn1c(SCC(=O)NCc2ccco2)nnc1-c1ccoc1C
→ x	-1.1	6.7	-3.1	11.2	-14.3	1.0	2.3	-3.5	3.7
COc1cccc(-c2cc(C(=O)Nc3ccccc3)c3ccccc3n2)c1
→ 0.8	x	x	x	7.4	0.6	x	-11.9	-1.5	-1.0
N#C/C(=C\c1c[nH]c2ccccc12)C(=O)Nc1ncc(Cc2ccc(Cl)cc2Cl)s1
→ 0.0	-0.1	-17.6	-0.3	1.8	-0.8	-1.6	-2.8	-19.3	-0.2
COc1ccc(CCNC(=O)c2cccnc2)cc1OC
→ x	1.2	17.2	1.5	2.0	-13.3	-1.2	-0.6	2.1	-1.0
COC(=O)CSc1nnc(SCc2ccccc2)s1
→ x	1.2	8.1	4.6	16.9	-33.2	8.9	-7.8	4.3	i
CC(C)(C)C(=O)Nc1ccc(/C=C/C(=O)c2ccco2)cc1
→ 0.5	0.3	1.7	0.5	-17.4	-1.2	3.8	0.1	3.6	-0.8
CC(=O)n1cc(/C=N/NC(=O)c2ccccc2Cl)c2ccccc21
→ x	0.9	18.2	-2.4	-5.3	x	2.0	4.2	1.7	-0.4
COc1ccc(NC(=O)CS(=O)CC(=O)Nc2ccc(OC)c(OC)c2)cc1 (stereo unspecified)
→ x	-0.2	19.4	-2.3	-11.1	-8.1	-8.6	-5.5	1.4	0.4
CCc1[nH]nc(C(=O)N2CCCC(C(=O)c3cccc(OC(C)C)c3)C2)c1C (stereo unspecified)
→ -7.1	0.3	55.5*	-3.1	24.9	-14.0	-2.0	-6.2	-5.3	3.1
COn1c(-c2ccccc2)nc2c1CCc1c-2no[n+]1[O-]
→ x	-1.4	-4.6	1.9	-4.1	-0.3	4.3	9.0	-2.7	-4.2
